GAA spleen mod: inhibits or activates alpha-glucosidase in human spleen homogenate | human spleen homogenate, 4-MU-alpha-glucoside fluorescence | Potency, µM (top dose mostly 79.9 µM), for the others: top-dose activity change, negative = inhibition, usual class: inhibitors | hit rate 0.006% among 240,000 | AID 2112;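 note: potency is the fitted concentration of half-maximal effect; 0% = enzyme with vehicle and -100% = no enzyme basal signal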
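Compounds were titrated against alpha-glucosidase in spleen homogenate at pH 5.0, with 1 mM 4-methylumbelliferyl substrate for 40 min at 37 C. Reactions were quenched with pH 10 NaOH/glycine and fluorescence measured.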
HttQ103 aggreg: inhibitors of mutant huntingtin aggregate formation in PC12 cells; PC12 HttQ103-GFP aggregates, Acumen cytometry, 40 h; Potency, µM (top dose mostly 46.1 µM), for the others: at the highest dose activity change, negative = inhibition, most hits filed as inhibitors; hit rate 1.1% among 220,000; note: potency is the fitted concentration of half-maximal effect; % is set by controls: 0 for no effect and ±100 for the full control effect; nearly all actives have a fitted effect of over 60% in size
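Read-out: GFP aggregate count by laser scanning cytometer (488 nm excitation, 500-530 nm emission, 1–25 µm objects >6 SD above background). Cells: PC12, inducible HTTex1-Q103-GFP, 100 nM tebufenozide; compounds titrated.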
HTT cytoprotect: cytoprotection in Huntington HTT-Q103 PC12 cell model; PC12 HTT-Q103 induced, cytoprotection, ATP luminescence, 40 h; Potency, µM (series often up to 56.4 µM), for inactives: cytoprotection (ATP increase), usual class: activators; hit rate 0.14% among 230,000; AID 1471;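 note: potency is the fitted concentration of half-maximal effect; % of control where 0% means no effect; nearly all actives have a fitted effect of over 45% in size; toxic huntingtin expression switched on by the ecdysone agonist tebufenozide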
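Compounds were screened for protection of PC12 cells against cell death after tebufenozide induction (100 nM final) of mutant Huntingtin exon 1 (Q103) fused to GFP.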
LMNA splice mod: changes lamin A minigene splicing in HeLa cells; Potency, µM (top dose mostly 46.1 µM), for the others: at the highest dose ratio change, negative = inhibition, usual class: inhibitors; HeLa LMNA splicing GFP/RFP minigene ratio, 48 h; hit rate 0.01% among 200,000; active = well fitted inhibition curve with a large enough effect in the signal ratio, with a control signal flat, not every such curve was filed as active; inconclusive = small, poorly fitted or top-dose-only effect, or effect the other way, or a change in a side signal; the % refers to the signal ratio; note: potency is the fitted concentration of half-maximal effect; % is set by controls: 0 for no effect and ±100 for the full control effect
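Read-out is the ratio of GFP to DsRed2 object intensity, acquired by 488 nm laser-scanning cytometry on HeLa lamin A-EGFP minigene reporter cells. Compound incubation 48 hrs at 37 °C in Opti-MEM with 2% FBS; DMSO 0.5% final.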
GAA inh: alpha-glucosidase (human) inhibition; P10253; purified human GAA, 4-MU-alpha-glucoside fluorescence; Potency, µM (series often up to 76.9 µM), inactives show at the top dose activity change, negative = inhibition, usual class: inhibitors; hit rate 0.005% among 200,000;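 note: potency is the fitted concentration of half-maximal effect; plate controls were uninhibited enzyme wells for no effect and no-enzyme background for full effect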
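Endpoint fluorogenic read: 20 min room-temperature reaction of 4 nM human alpha-glucosidase with 400 uM 4-methylumbelliferyl-alpha-D-pyranoside, pH 5.0, quenched with 1M NaOH/1M glycine pH 10. AC50 from Hill modeling.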
CBFb-RUNX1 inh: inhibitors of human CBF-beta and RUNX1 interaction. Q01196+Q13951. AlphaScreen CBFb-His/RUNX1-biotin binding, biochemical. Potency, µM (doses to about 59.8 µM), for the others: top-dose activity, negative = inhibition, most hits filed as inhibitors. 230,000 tested, under 10 active. AID 1477; note: % of control where 0% means no effect
Target sequence (Q01196 whole entry, looked up): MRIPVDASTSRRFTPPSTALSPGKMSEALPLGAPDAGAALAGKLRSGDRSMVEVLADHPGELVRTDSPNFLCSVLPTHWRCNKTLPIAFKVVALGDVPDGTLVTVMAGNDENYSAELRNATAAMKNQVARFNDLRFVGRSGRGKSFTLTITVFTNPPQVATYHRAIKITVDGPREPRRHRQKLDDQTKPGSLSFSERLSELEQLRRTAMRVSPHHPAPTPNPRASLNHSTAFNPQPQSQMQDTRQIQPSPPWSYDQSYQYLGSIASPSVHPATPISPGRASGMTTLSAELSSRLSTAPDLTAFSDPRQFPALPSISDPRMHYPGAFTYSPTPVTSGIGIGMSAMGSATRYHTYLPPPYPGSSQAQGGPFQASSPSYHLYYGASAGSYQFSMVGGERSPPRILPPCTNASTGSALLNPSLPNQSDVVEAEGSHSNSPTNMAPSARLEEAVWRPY
Target sequence (Q13951 whole entry, looked up): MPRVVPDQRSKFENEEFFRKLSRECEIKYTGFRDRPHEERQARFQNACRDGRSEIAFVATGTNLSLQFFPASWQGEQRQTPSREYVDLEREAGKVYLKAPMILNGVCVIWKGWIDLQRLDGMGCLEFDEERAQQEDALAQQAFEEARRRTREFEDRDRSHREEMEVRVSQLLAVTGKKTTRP
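His-tagged CBF-beta and biotinylated RUNX1 (30 nM each) were premixed 20 min at room temperature, exposed to compound for 15 min, then given nickel-chelate and streptavidin AlphaScreen beads (50 ng each). After 90 min, AlphaScreen signal was read.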
GAA glycogen mod: alters human alpha-glucosidase cleavage of glycogen | Potency, µM (top dose mostly 76.4 µM), for the others: at the top dose activity change, negative = inhibition, usual class: inhibitors | hit rate 0.38% among 300,000 | recombinant GAA, glycogen substrate, Amplex Red glucose oxidase fluorescence | P10253 | AID 2100;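 note: potency is the fitted concentration of half-maximal effect; 0% = full enzyme reaction and -100% = no-enzyme basal signal; the screen sought inhibitors and activators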
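Recombinant enzyme (4 nM final) with compounds titrated up to 77 uM and bovine liver glycogen (30 ug) in citrate pH 5.0, 0.01% Tween-20, 37 C 40 min. Released glucose detected by Amplex Red/glucose oxidase (Ex 573/Em 610); AC50 from Hill fits.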
* hit, by the source's call; ? = inconclusive; · = no result given; & = joins results of further samples; [ ] = dose if it differs, or a comment. Unless noted, calls come from the whole dose curve; as a rule, active = well fitted curve in the direction sought with a large enough effect; inconclusive = small, poorly fitted or top-dose-only effect, or another doubt; inactive = no such curve, though single readings can be large; an effect the other way counts as inactive or inconclusive.

The line under a structure holds: GAA spleen mod | HttQ103 aggreg | HTT cytoprotect | LMNA splice mod | GAA inh | CBFb-RUNX1 inh | GAA glycogen mod
> NS(=O)(=O)c1ccc(NC(=O)CSc2ncccn2)cc1
→ -11.4% | -14.7%[9.22 µM] | 26.2%[10 µM] | · | · | -1.5% | 5.8%
> CCc1ccc(NC(=S)N2CCN(c3cccc(C(F)(F)F)c3)CC2)cc1
→ -10.2% | -22.2% | -19.3% | 6.3% | 0.9% | 0.9% | -4.9%
> CC(C(=O)N1CCN(C=O)CC1)N1C(=O)c2ccccc2C1=O (centres undefined)
→ -7.1% | 1.4% | -13.3% | 3.8% | -0.4% | -0.7% | 10.0%
> NC(=O)c1cc2cc(Cc3ccccc3Cl)ccc2oc1=O
→ 8.8% | 16.1% | -40.6% | ? | 12.4% | 3.0% | -20.9%
> O=C(NC1CC1)c1ccc(-n2cccc2)cc1
→ -6.8% | -5.8% | -17.8%[10 µM] | 28.8%[46 µM] | 4.9% | 3.3% | 9.4%
> O=[N+]([O-])c1ccc(N2CCCCC2)nc1N1CCCCC1
→ 3.6% | -5.7%[9.22 µM] | -25.6%[10 µM] | · | 2.1% | ? | -9.4%
> CCc1ccc(-c2cn3c(n2)SCC3)cc1
→ 3.0% | 4.4%[9.22 µM] | -14.7%[10 µM] | ? | -13.7% | -2.6% | -3.0%
> COc1cccc(N(Cc2nnc3n2CCCCC3)C(=O)Nc2ccccc2)c1
→ 3.2% | 19.0% | -10.4%[10 µM] | 0.0%&11.0%[46 µM] | 8.2% | -0.2% | 0.2%
> Cn1cc(-c2nc3cnc(Oc4ccccc4)nc3n(C3CC3)c2=O)c2ccccc21
→ -4.2% | · | -4.3% | 15.4% | · | · | ·
> CCCn1nnnc1NC(=O)c1cccs1
→ -7.3% | 3.5% | -7.1% | -8.0% | 10.1% | -15.6% | 2.8%
> O=C(CCN1CCN(c2ccccc2F)CC1)Nc1ccccc1F
→ -7.3% | 11.1% | 15.7%[0.074 µM] | 8.7% | 5.0% | 3.4% | 10.0%
> COc1ccccc1NC(=O)N1CCCC1C(=O)NC12CC3CC(CC(C3)C1)C2 (centres undefined)
→ -5.7% | -2.4% | 25.7% | 6.5% | -6.9% | -3.1% | 5.4%
> COC(=O)c1ccc(/C=N/N2C(C)CCCC2C)cc1 (centres undefined)
→ -9.8% | 5.4% | -36.4%[inhibitor] | · | -1.5% | -9.3% | -5.3%
> N#Cc1cc2c(nc1SCC(=O)O)CCCCC2
→ 11.8% | -18.0%[9.22 µM] | 1.0%[10 µM] | · | -13.8%[15.4 µM] | -3.8% | 0.9%
> COc1ccc(CCN2C(=O)NC(NC(=O)CC(C)C)(C(F)(F)F)C2=O)cc1OC (centres undefined)
→ 4.5% | 12.4% | · | -1.3% | 5.2% | 2.0% | -12.6%
> Cc1cc(N2CCCCC2)nc2ccc(NC(=O)c3ccc(Br)o3)cc12
→ -2.9% | 13.2%[9.22 µM] | -80.3%[inhibitor] | ? | -8.0% | -10.8% | -0.9%
> COc1ccc(NC(=O)Nc2cccc(Cl)c2Cl)c(OC)n1
→ -0.2% | -15.8%[9.22 µM] | -7.2%[10 µM] | · | -4.8% | 3.6% | 5.7%
> CCOC(=O)c1c(N)sc2c(OCC)c(Br)ccc12
→ 2.2% | -5.0% | ? | -9.5% | ? | 6.2% | -14.0%
> CCCCNC(=O)c1c(O)c2cccc3c2n(c1=O)CCC3
→ -12.7% | ? | 1.9%[1.9 µM] | 7.2% | -14.2% | 13.5% | 0.5%
> CCC(=O)Nc1cccc(NC(=O)c2cc3ccccc3o2)c1
→ -8.9% | -20.8% | -49.8%[inhibitor] | 6.2% | 0.4% | 1.1% | 2.7%

Following part.
The line under a structure holds: GAA spleen mod | HttQ103 aggreg | HTT cytoprotect | LMNA splice mod | GAA inh | CBFb-RUNX1 inh | GAA glycogen mod
> CCCCNC(=O)c1c(C)cc(=O)oc1C
→ 9.1% | -4.6% | 14.1%[1.9 µM] | 5.2% | -9.2% | 13.8% | 0.6%
> Cc1ccc(C2CC(=O)Oc3ccc(O)cc32)cc1 (centres undefined)
→ 2.1%[119 µM] | · | -75.6%[inhibitor][96.6 µM] | · | · | 2.4%[89.1 µM] | ·
> CCCC(O)(c1ccc(OC)cc1)C(CN1CCOCC1)c1ccccc1 (centres undefined)
→ -6.4% | -10.1% | 11.3% | · | -1.2% | 3.6% | -9.2%
> O=C(C1CCCO1)N1CCN(C(=S)Nc2ccc(Cl)cc2)CC1 (centres undefined)
→ 0.8% | 13.8% | -10.2%[10 µM] | ? | -6.4% | -0.6% | 14.4%
> O=C(O)[C@H](Cc1ccccc1)N1Cc2ccccc2C1=O
→ 7.4% | 1.0% | -5.8% | 1.7% | -4.3% | -0.8% | -15.5%
> CCCCOc1cccc(-c2nnc(N)s2)c1
→ -7.3% | 15.5% | 3.9% | 10.1% | 1.8% | 3.6% | -1.6%
> CCCNC(=O)c1onc(CSc2ccc(F)cc2)c1C(=O)NCCC
→ 3.7% | -41.3%[9.22 µM] | 24.8%[10 µM] | · | · | 21.2% | -4.1%
> O=C1NCCN(Cc2ccoc2)C1CC(=O)N(Cc1ccccc1)CC1CCC1 (centres undefined)
→ 0.8% | 12.2% | 6.0% | · | -1.3% | 18.9% | -13.2%
> O=C(c1noc2c1CCCC2)N1CCCCC1
→ -7.1% | 11.3% | 23.7% | 0.4% | -9.9% | 4.2% | 1.5%
> CC1CCN=C(N)S1 (centres undefined)
→ -2.0% | · | · | -12.9% | · | -14.0% | ·
> c1ccc(-c2ncc(CN3CCN(c4ccccn4)CC3)[nH]2)cc1
→ -4.8% | 0.9%[9.22 µM] | 7.9%[10 µM] | · | 1.6%[15.4 µM] | -5.1% | 1.9%
> CCc1nnc(NC(=O)c2ccc(S(=O)(=O)N(CCOC)CCOC)cc2)s1
→ 9.7% | -5.6% | -4.4% | 0.9% | -13.0% | 1.3% | -16.3%
> CCN(CC)S(=O)(=O)c1ccc(OC)c(NC(=O)C(Cc2ccccc2)N2C(=O)c3ccccc3C2=O)c1 (centres undefined)
→ 2.1% | 8.7% | 3.5%[10 µM] | -3.4% | 1.0% | -7.7% | -3.9%
> Cn1c(SCC(=O)N2c3ccccc3CCc3ccccc32)nnc1-c1ccc(O)cc1
→ 5.5% | 5.0% | 9.4%[10 µM] | ? | -1.9% | -4.2% | 9.1%
> Cc1ccc(C(=O)c2c(NC(=O)c3ccncc3)sc3c2CCCC3)cc1
→ -1.0% | -24.9% | -5.7%[10 µM] | -13.4% | -1.9% | ? | -2.2%
> COc1cccc(/C=C2/SC(=O)N(CC(=O)N3CCc4ccccc4C3)C2=O)c1OCC(=O)O
→ -8.0% | 4.2% | 13.8% | 2.7% | -2.9% | -1.7% | 6.7%
> CCOC(=O)C(CC(C)C)CP(=O)(O)CNC(=O)OCc1ccccc1 (centres undefined)
→ -2.5% | 5.9% | -10.6%[0.074 µM] | 11.1% | -2.3% | 0.7% | 2.2%
> O=C(O)c1ccc(COc2ccc3c4c(c(=O)oc3c2)CCC4)o1
→ 2.2% | -30.8% | -58.5%[inhibitor] | 2.7% | -4.2% | -7.5% | -1.1%
> COc1ccc(C2NCCc3cc(OC)c(OC)cc32)cc1OC (centres undefined)
→ 9.0% | 2.9% | -31.8% | -13.7% | 2.8% | -0.3% | 9.0%
> O=C1c2ccccc2C(=O)c2c(NCc3cccnc3)cccc21
→ 1.7% | -11.6% | 18.7% | 7.1% | 3.4% | 4.6% | 9.3%

The last three compounds of the section above lead into the next.
The line under a structure holds: GAA spleen mod | HttQ103 aggreg | HTT cytoprotect | LMNA splice mod | GAA inh | CBFb-RUNX1 inh | GAA glycogen mod
> O=C(O)c1ccc(COc2ccc3c4c(c(=O)oc3c2)CCC4)o1
→ 2.2% | -30.8% | -58.5%[inhibitor] | 2.7% | -4.2% | -7.5% | -1.1%
> COc1ccc(C2NCCc3cc(OC)c(OC)cc32)cc1OC (centres undefined)
→ 9.0% | 2.9% | -31.8% | -13.7% | 2.8% | -0.3% | 9.0%
> O=C1c2ccccc2C(=O)c2c(NCc3cccnc3)cccc21
→ 1.7% | -11.6% | 18.7% | 7.1% | 3.4% | 4.6% | 9.3%
> CC(=O)c1ccc(S(=O)(=O)Nc2cc3c(cc2C(C)=O)OCO3)cc1
→ -7.6% | -12.2% | · | · | -1.0% | 8.4% | 22.4%
> Cc1ccc(-n2nc(-c3ccccc3)cc2Nc2ccccc2N)cc1
→ 8.6% | 1.4% | 12.2%[10 µM] | ? | -2.3% | -5.0% | ?
> Cc1cc(C)c(NC(=S)N(CCCN2CCN(C)CC2)Cc2cccs2)c(C)c1
→ -3.2% | -10.8% | -28.4% | · | -1.7% | 1.0% | -14.1%
> N#Cc1cccc(NC(=S)Nc2ccccc2)c1
→ -5.9% | -1.2% | · | ? | 5.7% | 4.0% | 4.4%
> COC(=O)C1CCN(C(=O)CSc2ccccc2)CC1
→ -3.9% | 26.4% | · | 0.6% | 7.2% | -4.3% | -7.0%
> COc1cccc(OCC(O)CO)c1 (centres undefined)
→ 7.2% | -12.3% | 17.8%[10 µM] | 8.6% | -9.6%[15.4 µM] | 1.5% | 1.9%
> COc1cc2c(cc1OC)CN(S(=O)(=O)c1cccs1)CC2
→ 0.2% | 2.0% | · | 6.0% | -12.2% | 6.8% | 1.1%
> C=C1/C(=C\C=C2/CCC[C@]3(C)C([C@H](C)CCCC(C)(C)O)CC[C@@H]23)C[C@@H](O)C[C@@H]1O (some centres undefined)
→ -24.1%&0.7% | · | ? | · | · | 20.5%&20.9% | ·
> COCCNC(=O)CSc1nc(-c2ccc(OC)c(OC)c2)cc(C(F)(F)F)n1
→ -2.2% | -4.8% | -15.5%[1.9 µM] | 11.9% | -6.4% | 9.7% | 0.4%
> COc1ccc(N2CC(O)=C(c3nc(-c4ccc(F)cc4)cs3)C2=N)cc1OC
→ -2.6% | 5.7% | -24.8% | 0.4%[46 µM] | -5.9% | -22.5% | -8.0%
> C=CCNc1oc(/C=C/c2ccccc2)nc1C#N
→ ? | 4.6% | -37.9%[inhibitor] | 3.6% | ? | 16.9% | ?
> Cc1onc(-c2ccccc2)c1C(=O)Nc1nc(-c2cc(F)ccc2F)cs1
→ 2.9% | -5.0% | 3.9% | 8.7% | 4.7% | 0.0% | 7.1%

Source: PubChem BioAssay
